SKKanGAS inh: SKKanGAS growth inhibition. S. pyogenes SKKanGAS, kanamycin growth, BacTiter-Glo, 6 h. inhibition, % at 7.5 µM. 1.3% of 300,000 active;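 active means mean replicate score, as percent of positive control median, at least 50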;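 further: strain carries kanamycin resistance gene driven by streptokinase promoter and grows in 40 µg/ml kanamycin; loss of luminescence reflects streptokinase promoter inhibition or plain growth inhibition; 0% = median of DMSO wells and 100% = positive control at its reference dose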
TRPC4 PAM: TRPC4 (mouse) allosteric potentiation; HEK293 TRPC4beta/mu-opioid, DAMGO EC20, Fluo-4 Ca2+ flux; stronger effect = higher value; Q9QUQ5; B-score at 10 µM; 0.42% of 310,000 active; AID 2227;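 active means B-score of calcium response area above 5 SD of library B-scores, with initial fluorescence ratio within 5 SD of library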;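 further: B-score of integrated fluorescence ratio over time as area under calcium response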
TRPC4 inh: blocks the mouse TRPC4 cation channel; HEK293 TRPC4beta/mu-opioid, DAMGO-evoked Fluo4 calcium flux; stronger effect = lower value; Q9QUQ5; 0.39% of 300,000 active; B-score at 10 µM; AID 2247;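 active means B-score over 3 SD under the library average, no early fluorescence shift, positive overall ratio signal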
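Test system – stable TRPC4beta/mu-opioid receptor HEK293 cells · Probe or stimulus – DAMGO, a submaximal dose followed by a maximal one · Dosing – one concentration per compound · Signal – Fluo4 calcium fluorescence by kinetic imaging, 5 s 1 Hz baseline · Evaluation – per-well B score of integrated baseline-normalized Fluo4 ratio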
TRPC6 activator: activators of mouse TRPC6 channel; B-score at 10 µM; HEK293-TRPC6 membrane potential dye fluorescence; stronger effect = higher value; Q61143; 0.13% of 310,000 active;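 active means B-score of the integrated fluorescence ratio above library mean plus 3 SD, and starting fluorescence ratio within library mean plus 5 SD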;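 further: higher score means more depolarization so channel activation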
Target sequence (Q61143 whole entry, looked up): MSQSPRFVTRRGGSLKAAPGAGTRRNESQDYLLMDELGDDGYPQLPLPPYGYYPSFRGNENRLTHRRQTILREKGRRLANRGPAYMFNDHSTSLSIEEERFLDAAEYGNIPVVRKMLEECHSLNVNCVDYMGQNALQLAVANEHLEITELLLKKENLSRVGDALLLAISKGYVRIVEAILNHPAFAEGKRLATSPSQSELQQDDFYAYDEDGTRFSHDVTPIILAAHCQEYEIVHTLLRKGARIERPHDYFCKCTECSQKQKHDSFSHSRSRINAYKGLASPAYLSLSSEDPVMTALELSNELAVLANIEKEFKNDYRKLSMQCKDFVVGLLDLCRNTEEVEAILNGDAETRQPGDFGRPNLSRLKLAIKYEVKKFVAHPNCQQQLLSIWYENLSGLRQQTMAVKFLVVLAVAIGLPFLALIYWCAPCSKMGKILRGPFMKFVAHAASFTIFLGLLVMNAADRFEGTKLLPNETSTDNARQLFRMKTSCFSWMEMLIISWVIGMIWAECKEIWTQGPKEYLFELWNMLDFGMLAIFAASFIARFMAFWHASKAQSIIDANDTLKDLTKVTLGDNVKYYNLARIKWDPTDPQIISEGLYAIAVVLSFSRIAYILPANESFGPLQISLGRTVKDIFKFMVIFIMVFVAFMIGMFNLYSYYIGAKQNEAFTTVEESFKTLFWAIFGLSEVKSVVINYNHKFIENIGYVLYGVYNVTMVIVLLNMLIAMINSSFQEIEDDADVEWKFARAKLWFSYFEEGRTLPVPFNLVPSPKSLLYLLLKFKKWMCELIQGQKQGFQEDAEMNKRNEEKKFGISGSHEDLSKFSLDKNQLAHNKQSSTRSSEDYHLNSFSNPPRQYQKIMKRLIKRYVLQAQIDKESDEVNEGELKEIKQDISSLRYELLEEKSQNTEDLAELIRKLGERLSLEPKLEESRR
MrgX1 antag: antagonists of human MrgX1 receptor | MRGX1-HEK293 calcium flux, Fluo-4, BAM8-22 antagonism; stronger effect = lower value | B-score at 10 µM | 1.3% of 310,000 active;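 active means calcium-response B-score plate-corrected more than 3 library SD below zero, starting fluorescence within 5 deviations, no agonist response on first addition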;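 further: peak minus trough fluorescence over baseline after final BAM8-22 challenge near maximal dose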
MrgX1 allo act: human MrgX1 positive allosteric modulation, primary screen; Q96LB2; MrgX1-HEK293, Fluo-4 calcium flux, FDSS; stronger effect = higher value; B-score at 10 µM; 0.63% of 310,000 active;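 active means plate-corrected calcium response at least 3 library SD above typical, normal starting fluorescence, not activating the receptor alone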;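 further: compound read alongside a low EC10 to EC30 dose of BAM8-22 agonist; peak minus trough fluorescence over baseline measured at the second addition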
TRPC4 agonist: TRPC4 (mouse) channel activation | Q9QUQ5 | HEK293 TRPC4beta/mu-opioid, Fluo4 calcium fluorescence; stronger effect = higher value | B-score at 10 µM | 0.49% of 310,000 active | AID 2237;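 active means B-score above 5 SD of library B-scores, and initial fluorescence ratio not above library mean plus 5 SD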;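 further: positive B-score marks a calcium rise read as TRPC4 activation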
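system = HEK293 cells stably co-expressing mouse TRPC4beta and mu-opioid receptor | schedule = Fluo4 dye loading 45 min at room temperature, 110 s recording | measure = B-scored integrated calcium fluorescence ratio | signal = Fluo4 calcium-sensitive dye fluorescence, kinetic, 1 Hz baseline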
MrgX1 ag: activates human MrgX1 receptor signaling | Q96LB2 | MrgX1-HEK293 cells, Fluo-4 calcium fluorescence, agonist mode; stronger effect = higher value | B-score at 10 µM | 0.44% of 310,000 active;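 active means calcium response B-score plate-corrected fluorescence ratio at least 3 library SD, with starting fluorescence B-score inside 5 SD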
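times = overnight plating, then 30 min 37 °C plus 30 min room-temperature dye loading | assay system = stable human MrgX1 HEK293 cell line | input = fifteen thousand cells per well | signal = kinetic calcium dye fluorescence, Fluo-4 NW | dosing = compound delivered in addition one of three | read-out = B-scored fluorescence response ratio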
TRPC6 inh: blocks the mouse TRPC6 cation channel. HEK293-TRPC6, membrane potential dye, ACh-evoked depolarization; stronger effect = lower value. Q61143. B-score at 10 µM. 1.1% of 310,000 active;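 active means B-score under library mean minus 3 SD, initial fluorescence not abnormally high, positive integrated signal ratio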;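 further: B-score derived from integrated fluorescence ratio over the kinetic read; more negative B-score means stronger inhibition of depolarization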
ANO1 activ: activates or potentiates the mouse TMEM16A chloride channel. HEK293 TMEM16A/YFP-H148Q/I152L, iodide quench fluorescence; stronger effect = lower value. B-score at 10 µM. 0.3% of 340,000 active. AID 623877;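 active means fluorescence-ratio B-score plate-corrected deviation score at least 3 library SD below zero, with starting fluorescence score within 5 deviations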;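 further: channel opened by trigger with iodide after compound preincubation; score built on the fluorescence ratio of max minus min over baseline; more negative score means more quench and so TMEM16A activation or potentiation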
ANO1 block: inhibitors of mouse TMEM16A calcium-activated chloride channel; HEK293 TMEM16A/YFP iodide influx fluorescence, ionomycin; normalized B-score (activity score, 25-100; higher = stronger inhibition) at 10 µM; 1.2% of 310,000 active;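 active means ratio plate-corrected score three or more library SD toward inhibition, starting fluorescence score within five deviations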;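 further: score derived from kinetic fluorescence span divided by baseline fluorescence per well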
* hit, by the source's call; i = inactive; x = not tested or not shown.

smiles,TRPC4 inh,ANO1 block,MrgX1 antag,MrgX1 ag,SKKanGAS inh,TRPC4 agonist,TRPC6 inh,TRPC6 activator,TRPC4 PAM,ANO1 activ,MrgX1 allo act
CN(C)N1C(N)=C(C#N)C(c2cccs2)C2=C1CC(C)(C)CC2=O (centres undefined),i,i,i,i,0,i,i,i,i,i,i
CCCCc1nnc2c(N(C)S(=O)(=O)c3ccc(C)cc3)nc3ccccc3n12,i,i,i,i,-12,i,i,i,i,i,i
Fc1ccc(N2CN(Cc3cccnc3)CNC2=S)cc1,i,i,i,i,-6,i,i,i,i,i,i
Cc1cccc(NC(=O)Cn2cc(C(=O)C3CC3)c3ccccc32)c1C,i,i,i,i,-6,i,i,i,i,i,i
COC(=O)c1cc(OC)cc(O)c1C(=O)c1c(O)cc(C)cc1O,i,i,i,i,0,i,i,i,i,i,i
CCn1c(N)c(C(N)=O)sc1=S,i,i,i,i,-9,i,i,i,i,i,i
O=C(NC(C(=O)c1ccccc1)n1cnccc1=O)c1ccccc1 (centres undefined),i,i,i,i,-2,i,i,i,i,i,i
O=C(NCC(c1ccco1)N1CCN(c2ccccc2F)CC1)C(=O)NC1CC1 (centres undefined),i,i,i,i,5,i,i,i,i,i,i
CCN(c1ccccc1)S(=O)(=O)c1ccc(C(C(=O)OC)C(=O)OC)c([N+](=O)[O-])c1,i,i,i,i,-16,i,i,i,i,i,i
CSC1=N/C(=C/c2cccnc2)C(=O)N1Cc1ccc(Cl)cc1,i,i,i,i,1,i,i,i,i,i,i
O=C(CN(C(=O)CNS(=O)(=O)c1ccc(F)cc1)c1ccccc1F)NCc1ccco1,i,i,i,i,1,i,i,i,i,i,i
Cc1ccc(NC(=O)c2c([N+](=O)[O-])c(C(C)(C)C)nn2C)cc1,i,i,i,i,-10,i,i,i,i,i,i
O=C(Cn1cnc2ccccc21)NCc1ccccc1,x,i,i,i,-3,i,i,i,i,i,i
C=CCc1ccccc1OCC(O)CNC (centres undefined),i,i,i,i,14,i,i,i,i,i,i
Cc1cc(C(=O)CSc2nnnn2-c2ccc(O)cc2)c(C)n1Cc1ccc2c(c1)OCO2,i,i,i,i,20,i,i,i,i,i,i
O=C1CSC(c2ccccc2)N1CC(O)c1ccc([N+](=O)[O-])cc1 (centres undefined),i,i,i,i,5,i,i,i,i,i,i
CCCCN(C)C(=O)c1cc2cc3cc(OC)ccc3nc2o1,i,i,i,i,-7,i,i,i,i,i,i
COc1cccc(-c2cc(C(=O)NCCCn3ccnc3)c3ccccc3n2)c1,i,i,i,i,-3,i,i,i,i,i,i
O=C(NCCS(=O)(=O)NCCCc1ccccc1)c1ccccc1,i,i,i,i,-10,i,i,i,i,i,i
CCC(C)NC(=O)C1CCCN(C(=O)NC2CCCCC2)C1 (centres undefined),i,i,i,i,-8,i,i,i,i,i,i
CCCCC(C(=O)NC1CCCC1)N(C(=O)c1snc(C(N)=O)c1N)c1ccc(F)cc1 (centres undefined),i,i,i,i,1,i,i,i,i,i,i
CC1(OC(=O)c2ccc(Cl)nc2)C(=O)C=C2C=C3CCCN3C=C2C1=O (centres undefined),x,i,i,i,x,x,x,x,x,i,i
Cc1cc(-c2csc(NC(=O)C3=COCCO3)n2)c(C)n1C,i,i,i,i,0,i,i,i,i,i,i
O=C(Cn1nc(C(F)(F)F)c2c1CCCC2)NCc1ccco1,i,i,i,i,-1,i,i,i,i,i,i
C[C@@H](NC(=O)C1(c2ccccc2)CCN(C(=O)OC(C)(C)C)CC1)C(=O)N[C@@H](Cc1ccccc1)C(=O)O,i,i,i,i,3,i,i,i,i,i,i
COc1ccccc1N(C)S(=O)(=O)c1ccc(C(=O)OCC(=O)NCc2ccco2)cc1,i,i,i,i,4,i,i,i,i,i,i
CC1(C)Cc2c(cnn2-c2ccc(F)cc2)C(NC(=O)c2ccoc2)C1 (centres undefined),i,i,i,i,-2,i,i,i,i,i,i
COc1ccccc1-n1c(CCC(=O)O)ccc1-c1ccccc1,i,i,i,i,3,i,i,i,i,i,i
COc1cccc(-c2cccc(NC(=O)C3CCN(CC4CCOC4)CC3)c2)c1 (centres undefined),i,i,i,i,-1,i,i,i,i,i,i
O=C(NCC(=O)N(c1cccc(F)c1)C(C(=O)NC1CCCC1)c1cccnc1)c1cccs1 (centres undefined),i,i,i,i,-16,i,i,i,i,i,i
CCOC(=O)C1CCN(c2cc(=O)n(-c3ccccc3Cl)c(=O)[nH]2)CC1,i,i,i,i,-1,i,i,i,i,i,i
CC(=O)Nc1ccc(NC(=O)C(C)OC(=O)/C=C/c2cccs2)cc1 (centres undefined),i,i,i,i,-6,i,i,i,i,i,i
Cc1noc(NS(=O)(=O)c2ccc(N/C=C/C(=O)c3cccnc3)cc2)c1C,i,i,i,i,-8,i,i,i,i,i,i
COC(=O)c1ccccc1N(C)S(C)(=O)=O,i,i,i,i,-3,i,i,i,i,i,i
CCC(=O)NC(=S)Nc1cccc(NC(=O)CC)c1,i,i,i,i,-4,i,i,i,i,i,i
N#Cc1ccc2[nH]c(CO)c(-c3ccccc3)c2c1,i,i,i,i,-33,i,-5.4*,i,i,i,i
CNS(=O)(=O)c1ccc(NC(=O)c2cc(-c3ccncc3)nc3ccc(Cl)cc23)cc1,i,i,i,i,14,i,i,i,i,i,i
COc1ccc(Oc2ccc(C(F)(F)F)cc2NC(=O)c2ccc(C)cc2)cc1,i,i,i,i,6,i,i,i,i,i,i
Cc1ccc(NCCC(=O)c2cccc([N+](=O)[O-])c2)c(C)c1,i,i,i,i,0,i,i,i,i,i,i
COc1ccc(CN2CCN(Cc3nc4ccccc4s3)CC2CCO)c(C)c1C (centres undefined),i,i,i,i,1,i,i,i,i,i,i
Cc1nn(Cc2ccc(Cl)cc2Cl)c(C)c1NC(=O)CCl,i,i,i,i,-4,i,i,i,i,i,i
COC(=O)CN1C(=S)N(c2ccc(F)cc2)C(=O)C1CC(=O)Nc1ccccc1 (centres undefined),i,i,i,i,14,i,i,i,i,i,i
COc1ccc(/C=C(\NC(=O)c2ccc(OCC(C)C)cc2)C(=O)OCc2ccco2)cc1,i,i,i,i,15,i,i,i,i,i,i
COCc1nnc(NS(=O)(=O)c2ccc(Br)cc2)s1,i,i,i,i,12,i,i,i,i,i,i
O=C(CNCCc1ccc(Cl)cc1)Nc1ccc(C(=O)N2CCCCC2)cc1,i,i,i,i,-2,i,i,i,i,i,i
CCC(CC)c1nnc(NC(=O)CS(=O)(=O)Cc2ccccc2)s1,i,i,i,i,0,i,i,i,i,i,i
CC(=O)c1ccc(NC(=O)CCCN2C(=O)COc3ccc(C)cc32)cc1,i,i,i,i,-3,i,i,i,i,i,i
CC1(C)C=Cc2c(ccc(-c3coc4cc(O)ccc4c3=O)c2O)O1,i,i,i,i,-4,i,i,i,i,x,i
Cc1cccc(NC(=O)CS(=O)(=O)c2cn(C)c3ccccc23)c1,i,i,i,i,-5,i,i,i,i,i,i
Cc1ccc(C)c(NC(=O)c2cnc3n(c2=O)CCS3)c1,i,i,i,i,-9,i,i,i,i,i,i

The results go on.
smiles,TRPC4 inh,ANO1 block,MrgX1 antag,MrgX1 ag,SKKanGAS inh,TRPC4 agonist,TRPC6 inh,TRPC6 activator,TRPC4 PAM,ANO1 activ,MrgX1 allo act
Cc1nc2scc(-c3ccccc3)c2c(=O)n1/N=C/c1ccco1,i,i,i,i,2,i,i,i,i,i,i
Cc1ccc(NC(=O)c2ncn[nH]2)cc1,i,i,i,i,-8,i,i,i,i,i,i
COc1ccc2cc(/C(C)=N/NC(=O)c3cc(-c4cccnc4)nc4ccccc34)ccc2c1,i,i,i,i,5,i,i,i,i,i,i
Nc1cc(C(=O)OCC(=O)NNC(=O)c2ccccc2)ccc1Cl,i,i,i,i,-5,i,i,i,i,i,i
CCCOc1ccc(C2NC(=O)NC2=O)cc1 (centres undefined),i,i,i,i,-11,i,i,i,i,i,i
Cc1cc(Nc2ccc(C)c(C)c2)c2ccccc2n1,-6*,i,i,i,-2,i,i,i,i,i,i
Cn1cc(CNC(=O)/C=C/c2ccc(Cl)cc2)cn1,i,i,i,i,4,i,i,i,i,i,i
O=C(O)COc1ccc(/C=N/NC(=O)COc2nsnc2N2CCOCC2)cc1,i,i,i,i,-5,i,i,i,i,i,i
COc1ccc(NS(=O)(=O)c2ccc(NC(=S)NC(=O)c3cccc(F)c3)cc2)nn1,i,i,i,i,10,i,i,i,i,i,i
CCOc1cc(NC(=S)NCC(C)C)c(OCC)cc1NC(=O)c1ccco1,i,i,i,i,-8,i,i,i,i,i,i
CCOC(=O)CNC(=O)c1cccs1,i,i,i,i,5,i,i,i,i,i,i
COc1ccc(NC(C)=O)cc1NC(=O)CSc1nnc(-c2ccc(F)cc2)n1N,i,i,i,i,-9,i,i,i,i,i,i
Cc1nc(C)c(C(=O)N(c2ccccc2F)C(C(=O)NCC2CCCO2)c2ccccc2)s1 (centres undefined),i,i,i,i,-4,i,i,i,i,i,i
Cc1cc(-c2csc(NC(=O)c3ccc(C#N)cc3)n2)c(C)n1Cc1ccco1,i,i,i,i,13,i,i,i,i,i,i
O=C(NCc1ccco1)/C(=C\c1cccs1)NC(=O)c1cccs1,i,i,i,i,-12,i,i,i,i,i,i
Cc1cc(C(F)(F)F)nc(SCC(=O)Nc2ccccc2)n1,i,i,i,i,-1,i,i,i,i,i,i
CCCc1cc(=O)oc2c(C)c(OCC(=O)N3CCC[C@@H]3C(=O)O)ccc12,i,i,i,i,0,i,i,i,i,i,i
COc1ccccc1/C=N/NC(=O)c1ccc(C)nc1,i,i,i,i,-5,i,i,i,i,i,i

Rows are unselected. Share with any hit: about 6.7%.
